Screening results deposited in PubChem BioAssay by Sanford-Burnham Center for Chemical Genomics.
TIM10 inh – TIM10 yeast growth inhibition; S. cerevisiae TIM10 strain growth, BacTiter-Glo luminescence, 24 h; inhibition, % at 10 µM; AID 463195; 330,000 compounds, 1.4% hits;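 active means inhibition of 40% or more at the single tested concentration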;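 further: wild-type TIM10 isogenic control strain grown at permissive 25 °C; 0% = DMSO yeast wells and 100% = minimal medium wells without yeast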
Jurkat NFkB inh – lowers PMA/ionomycin-induced NF-kB signal in Jurkat cells; PMA/ionomycin-induced NF-kB luciferase reporter, luminescence; inhibition, % at 4 µM; 330,000 compounds, 0.53% hits; in the data active means inhibition above about 50%
Mdm2-MdmX inh – inhibitors of human Mdm2/MdmX interaction; O15151+Q00987; SaOS-2 split-luciferase Mdm2/MdmX complementation, luminescence; inhibition, % at 8 µM; 330,000 compounds, 3% hits; AID 485346;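 active means inhibition of at least 50% at 8 µM in the primary screen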
Target sequence (O15151 whole entry, looked up): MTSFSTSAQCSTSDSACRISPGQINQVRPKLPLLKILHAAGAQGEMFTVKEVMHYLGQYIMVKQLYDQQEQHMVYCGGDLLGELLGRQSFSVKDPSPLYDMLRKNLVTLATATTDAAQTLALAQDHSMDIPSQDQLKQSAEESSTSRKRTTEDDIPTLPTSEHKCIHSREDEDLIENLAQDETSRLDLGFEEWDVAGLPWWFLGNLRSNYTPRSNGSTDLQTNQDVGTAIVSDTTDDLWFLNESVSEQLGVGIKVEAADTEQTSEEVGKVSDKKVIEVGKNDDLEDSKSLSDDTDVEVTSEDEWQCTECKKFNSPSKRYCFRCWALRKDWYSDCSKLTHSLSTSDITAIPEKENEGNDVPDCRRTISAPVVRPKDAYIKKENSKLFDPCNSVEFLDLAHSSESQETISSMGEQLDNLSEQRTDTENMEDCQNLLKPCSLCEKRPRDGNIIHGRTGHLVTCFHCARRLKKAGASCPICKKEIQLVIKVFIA
Target sequence (Q00987 whole entry, looked up): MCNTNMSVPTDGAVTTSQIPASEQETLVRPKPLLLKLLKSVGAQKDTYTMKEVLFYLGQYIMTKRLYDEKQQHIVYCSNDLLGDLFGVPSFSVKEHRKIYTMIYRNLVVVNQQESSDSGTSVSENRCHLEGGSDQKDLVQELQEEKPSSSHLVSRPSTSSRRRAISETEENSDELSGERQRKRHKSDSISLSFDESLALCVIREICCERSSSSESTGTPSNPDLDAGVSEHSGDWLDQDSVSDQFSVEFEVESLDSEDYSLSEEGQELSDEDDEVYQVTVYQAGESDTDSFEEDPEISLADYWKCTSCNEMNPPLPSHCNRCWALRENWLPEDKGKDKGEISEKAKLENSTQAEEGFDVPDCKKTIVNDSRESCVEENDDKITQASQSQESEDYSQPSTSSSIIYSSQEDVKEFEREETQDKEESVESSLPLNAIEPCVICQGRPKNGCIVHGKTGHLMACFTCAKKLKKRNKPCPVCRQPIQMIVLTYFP
697 NFkB inh – inhibitors of the PMA/ionomycin-induced NF-kB reporter in 697 B cells; AID 435022; 697 B-cell NF-kB luciferase reporter, 16 h; 330,000 compounds, 0.33% hits; inhibition, % at 4 µM; in the data active means inhibition above about 35%
tim23-1 inh – growth inhibitors of tim23-1 mutant yeast; S. cerevisiae tim23-1 growth, BacTiter-Glo luminescence, 24 h; inhibition, % at 20 µM; 330,000 compounds, 1.3% hits; AID 463212;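 active means growth inhibition of the mutant yeast at or above 50%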;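 further: temperature-sensitive mutant grown at 25 °C; plate controls were DMSO-treated mutant yeast for no effect and medium wells lacking yeast for full effect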
tim10-1 inh – growth inhibitors of tim10-1 mutant yeast; S. cerevisiae tim10-1 ts strain growth, BacTiter-Glo, 24 h; inhibition, % at 20 µM; 330,000 compounds, 2.2% hits;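 active means inhibition of at least 40%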;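 further: mutant grown at 25 °C; 0% = DMSO wells with yeast and 100% = wells holding no yeast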
XBP1 UPR activ – adaptive UPR (XBP1) activation | CHO-XBP1 luciferase reporter, IRE1-XBP1 UPR activation, luminescence; percent of tunicamycin response, DMSO as zero | activation, % at 20 µM | 330,000 compounds, 0.33% hits | AID 463104;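 active means versus positive control, 20 µM dose yields 30% or more activation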;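 further: 100% = tunicamycin at 10 µg/mL and 0% = DMSO only wells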
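Material: CHO-XBP1 cells stably carrying IRE1-XBP1-driven luciferase reporter | Medium: F12 with 10% serum | Compound dosing: 20 µM single concentration, DMSO 1% | Incubation: Overnight seeding at 37 °C, 6 h compound treatment at 37 °C | Detection: Steady-Glo luminescence read | Read-out basis: % activation of reporter signal versus tunicamycin and DMSO controls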
UPR CHOP act – apoptotic UPR (CHOP) activation | CHO-CHOP luciferase reporter, luminescence; percent of tunicamycin response over DMSO baseline | 330,000 compounds, 0.34% hits | activation, % at 10 µM;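 active means at 10 µM dose, activation of 40% or more, normalized to positive control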;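 further: 100% = tunicamycin at 10 µg/mL and 0% = DMSO alone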
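System: CHO-CHOP luciferase reporter cell line; amount: 500 cells/well; buffer or medium: F12 medium containing 10% fetal bovine serum; incubation: 6 h compound exposure at 37 °C after overnight seeding; measured by: luciferase luminescence after 10 min with Steady-Glo reagent; evaluation: % reporter activation, DMSO baseline versus tunicamycin full activation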
* hit, by the source's call.

SMILES	TIM10 inh	Jurkat NFkB inh	Mdm2-MdmX inh	697 NFkB inh	tim23-1 inh	tim10-1 inh	XBP1 UPR activ	UPR CHOP act
O=C(N/N=C\c1ccccc1)c1ccccc1-n1cccc1	-1	-4	9	-5	25	9	1	0.5
CC1Cc2ccccc2N1C(=O)CN1CCc2ccccc2C1 (stereo unspecified)	4	13	-15	12	13	3	1	-3.8
C[C@H]1CN([C@@H](C)CO)C(=O)Cc2cc(NS(=O)(=O)c3cccs3)ccc2O[C@H]1CN(C)S(=O)(=O)c1cn(C)cn1	3	-6	7	1	-13	-4	0	0.6
OCCCNc1nnc(-c2ccccc2)c2ccccc12	5	-8	2	-13	-6	-2	-5	-1.4
CCOC(=O)N1CCN(C(=O)C2CCN(S(=O)(=O)N3CCCC3)CC2)CC1	-3	-6	7	-8	1	0	-1	-0.8
COC1OC(COC(=O)c2ccccc2)C(OC(=O)c2ccccc2)C1OC(=O)c1ccccc1 (stereo unspecified)	-28	0	-5	-11	9	-42	-1	-1.3
Cc1cc(NC(=O)CSc2nnc(-c3cccnc3)n2N)no1	-15	10	35	12	0	2	1	-3.5
Cc1ccc2nc(SCC(=O)Nc3ccc(Br)cc3)nc(=O)n2c1	-8	-1	-2	-30	17	27	1	-0.4
Cc1nc(C)c(CCNC(=O)c2ccccc2Br)s1	-6	-6	13	23	10	-2	-1	0.8
CCN(C(=O)COC(=O)c1ccccc1O)c1nc2ccccc2s1	-13	-17	22	-27	-7	-5	-3	-0.2
Cc1cccc(N2CCN(C(=O)c3ccc(NS(=O)(=O)c4c(C)noc4C)cc3)CC2)c1C	0	13	9	-14	-6	13	-4	-1.4
O=C(CSc1nc(-c2ccccc2)cc(C(F)(F)F)n1)NCc1ccco1	-13	-5	18	-1	8	-8	-2	-1.0
CCN(CC)c1ccc(NC(=O)c2ccc(S(=O)(=O)N3CCOCC3)cc2)cc1	-1	-15	17	-13	14	13	-2	-1.1
O=C(CSc1nnc(NC(=O)C2CC(=O)N(c3ccccc3)C2)s1)NC1CCCC1 (stereo unspecified)	5	14	4	19	4	-9	-2	3.3
Cc1nn(CC(=O)NCCc2ccccc2)c(C)c1[N+](=O)[O-]	-22	-11	1	7	7	12	-1	2.1
CCN(CC)C(=S)NC(=O)c1ccc(OC)c(Br)c1	18	6	11	-54	27	44*	0	1.2
CN(Cc1ccccc1)C(=O)CCSc1nc(-c2ccc3c(c2)OCO3)cc(C(F)(F)F)n1	4	-11	33	-10	9	22	5	-0.2
COc1ccc(S(=O)(=O)N2CCC(O)(c3ccc(Cl)cc3)CC2)cc1OC	18	-5	16	-2	27	24	0	-0.6
Cc1cc(-c2csc(NC(=O)c3ccccc3C(F)(F)F)n2)c(C)n1Cc1ccccc1	6	-39	3	-23	16	10	-2	-1.6
Cc1cccc(C)c1N1CCN(S(=O)(=O)N(C)C)CC1	13	-15	-30	-19	21	29	2	7.1
COc1ccc(N(CC(=O)NCc2ccco2)C(=O)CNS(=O)(=O)c2ccc(Cl)cc2)cc1	-12	-18	20	6	11	3	-1	1.5
CCN(C(=S)Nc1cccnc1)c1cccc2ccccc12	15	16	19	5	18	11	-1	-2.5
CCc1cccc(C)c1NC(=O)CSc1nnc(-c2ccco2)n1N	-2	14	-20	23	4	19	3	0.3
CCC1(CC)C(=O)C2=C3C1[C@H](C(=O)OC)C=C(C(=O)OC)C[C@H]3[C@H]1C(=O)NC(=O)[C@H]1[C@H]2C (stereo partly specified)	3	16	-11	22	12	1	2	1.0
Cc1ccc(CSCC(=O)N(C)CC(=O)Nc2c(Cl)cccc2Cl)cc1	-2	15	9	-1	22	8	-2	0.6
SMILES	TIM10 inh	Jurkat NFkB inh	Mdm2-MdmX inh	697 NFkB inh	tim23-1 inh	tim10-1 inh	XBP1 UPR activ	UPR CHOP act
COc1cc(/C=C2/C(=N)N3C=CSC3=NC2=O)ccc1OCCCOc1ccccc1C	-5	-24	-14	-2	-15	-5	18	2.0
COc1ccc(NC(=O)c2[nH]ncc2[N+](=O)[O-])cc1	-8	-24	-5	-25	-1	7	0	3.1
CN(CC(=O)Nc1ccc(N2CCOCC2)cc1)CC(=O)Nc1ccc([N+](=O)[O-])cc1Br	-11	10	-2	0	4	0	-4	-2.5
CCc1ccc(-c2nc(CSCC(=O)N3CCN(c4ncccn4)CC3)c(C)o2)cc1	11	6	5	2	27	23	-4	0.4
NC(=O)CCn1cnc2ccccc21	12	4	4	2	15	9	-3	-0.3
COC(=O)CN1C(=O)N/C(=C/c2ccc(C)o2)C1=O	-21	-12	23	20	8	-5	-1	-1.0
CCCCOc1ccc(N2C(N)=NC(N)=NC23CCCCC3)cc1	-17	18	17	-3	-6	-3	-4	-0.1
O=C(CNC(=O)c1ccccc1)NCC1COc2ccccc2O1 (stereo unspecified)	-8	-5	13	0	2	9	-2	-0.5
COc1ccc(NC(=O)CCNC(=O)c2ccco2)cc1OC	-1	-1	15	13	8	-2	2	2.1
COc1ccc(N(C)S(=O)(=O)c2cccc(C(=O)NCC3CCCO3)c2)cc1 (stereo unspecified)	-16	-16	-21	-10	6	9	0	-0.8
Cc1ccc(C(=O)CSc2nc(C)cc(SCc3nnc(-c4ccccc4)o3)n2)cc1	6	-6	6	15	1	11	5	-1.0
CCn1c(CNc2ccc(F)cc2)nnc1SCC(=O)Nc1ccc(OC)cc1OC	2	5	7	5	2	3	1	0.4
Cc1ccc(S(=O)(=O)c2cn(CC(=O)Nc3ccccc3)c3ccc(F)cc3c2=O)cc1	-8	9	-3	4	-6	-4	0	0.0
O=C(CSc1nnc(-c2cccnc2)n1Cc1ccco1)c1ccc(Cl)c(Cl)c1	12	-2	4	-15	29	39	0	-0.7
N/C(=N\OC(=O)/C=C/c1ccccc1Cl)c1ccccn1	51*	-113	-38	-318	48	36	-5	-4.3
CC(CC(=O)O)CC(=O)Nc1cc([N+](=O)[O-])ccc1O (stereo unspecified)	13	17	-3	14	-7	-7	1	3.0
O=C(Nc1ccc(N2CCOCC2)nc1)c1ccc(C(F)(F)F)cc1	-11	19	37	-10	4	5	0	1.5
COCCN(CC(=O)Nc1cccc(C)c1C)C(=O)C1(c2ccc(Cl)cc2)CCC1	31	9	-29	20	33	15	-3	-1.5
Cc1ccc(S(=O)(=O)OCCC2=CC(=O)CCN2Cc2ccccc2)cc1	10	-8	-12	4	31	8	-2	2.2
COCCCNc1nc2c(c(=O)n(Cc3cccc(Br)c3)c(=O)n2C)n1C	32	3	6	-27	22	23	-1	0.2
O=C(Nc1ccc(Cl)c(Cl)c1)N1CCSCC1	9	-10	1	-13	13	18	0	1.7
CCOc1ccc(CCNC(=O)CS(=O)(=O)Cc2nc(-c3ccccc3F)oc2C)cc1	13	2	14	-57	24	27	1	2.8
Cc1occc1C(=O)N/N=C/C=C/c1ccccc1[N+](=O)[O-]	21	0	10	11	32	24	2	0.0
O=C(c1cc2c(s1)-c1ccccc1OC2)N1CCCC1	20	-97	-131	-34	47	5	2	3.7
O=C(Nc1ccsc1C(=O)O)c1ccc(Cl)cc1	-7	-31	-45	-75	14	4	-1	3.8

Compound profiles, from the list above.
CCc1ccc(-c2nc(CSCC(=O)N3CCN(c4ncccn4)CC3)c(C)o2)cc1 is listed as TIM10 inh = 11; Jurkat NFkB inh = 6; Mdm2-MdmX inh = 5; 697 NFkB inh = 2; tim23-1 inh = 27; tim10-1 inh = 23; XBP1 UPR activ = -4; UPR CHOP act = 0.4
COC(=O)CN1C(=O)N/C(=C/c2ccc(C)o2)C1=O is listed as TIM10 inh = -21; Jurkat NFkB inh = -12; Mdm2-MdmX inh = 23; 697 NFkB inh = 20; tim23-1 inh = 8; tim10-1 inh = -5; XBP1 UPR activ = -1; UPR CHOP act = -1.0
N/C(=N\OC(=O)/C=C/c1ccccc1Cl)c1ccccn1 is listed as TIM10 inh = 51*; Jurkat NFkB inh = -113; Mdm2-MdmX inh = -38; 697 NFkB inh = -318; tim23-1 inh = 48; tim10-1 inh = 36; XBP1 UPR activ = -5; UPR CHOP act = -4.3

Carrying on.
SMILES	TIM10 inh	Jurkat NFkB inh	Mdm2-MdmX inh	697 NFkB inh	tim23-1 inh	tim10-1 inh	XBP1 UPR activ	UPR CHOP act
Cc1cccc(N2CCN(c3ccc(N4C(=O)CCCC4=O)cc3[N+](=O)[O-])CC2C)c1 (stereo unspecified)	-18	-8	-6	-12	0	4	-4	-1.4
COc1ccccc1CNC(=O)COC(=O)c1ccccc1-c1ccccc1	-2	6	4	-15	31	30	-2	0.0
COc1ccc(C(=O)O)cc1S(=O)(=O)NC(C)(C)C	14	9	-38	13	11	-7	0	0.2
O=C(NNC(=S)NC(=O)C12CC3CC(CC(C3)C1)C2)c1ccncc1	26	-4	35	-48	11	60*	18	2.2
COc1ccc(CCC(=O)NCc2cnn(C)c2)cc1	-6	9	22	27	16	5	1	-0.4
CCOc1ccc(NC(=O)CNC(=O)c2nn(-c3ccc(OC)c(OC)c3)c(=O)c3ccccc23)cc1	-10	10	0	23	-7	-10	3	2.2
COC(=O)c1sccc1NC(=O)/C=C/C(=O)O	-4	-12	2	-6	10	15	-2	-2.4
NNc1nc(Nc2ccc([N+](=O)[O-])cc2)nc(N2CCCCCC2)n1	97*	-14	3	-20	42	33	-1	5.9
COc1cccc(CC2(CO)CCCN(Cc3sc(N4CCCC4)nc3Cl)C2)c1 (stereo unspecified)	14	12	-9	10	22	12	0	0.3
O=C(NCCCN1CCOCC1)c1ccc(CSCc2cccc(Cl)c2)o1	-14	-10	10	-1	1	-1	-1	-1.2
Cc1ccc(NCc2ccccc2F)cc1	-9	-5	10	2	10	8	3	0.9
C=CCNCC(=O)NN=C(c1ccccc1)c1ccccc1	-53	-6	12	1	-150	-34	-2	1.1
Cc1nnc(SCC(=O)NCc2ccc3c(c2)OCO3)s1	-9	-2	6	23	0	8	1	-0.3
Cc1ccc(OCCn2cnc3c2c(=O)n(C)c(=O)n3C)cc1	-12	3	20	-22	19	10	-2	0.2
O=C(Oc1ccc2cccc(OC(=O)N3CCOCC3)c2c1)N1CCOCC1	2	-10	0	-9	9	13	2	0.7
Cc1cc(C)cc(NC(=O)CSc2nc3c(c(=O)n2C)SC(C)C3)c1 (stereo unspecified)	-17	8	34	-11	-13	-3	-2	1.7
O=C(Nc1ccccc1)c1ccc(Br)c(S(=O)(=O)Nc2cccnc2)c1	-1	-3	-19	-20	1	-1	-1	0.3
CCN(C(=O)c1ccc(S(C)(=O)=O)cc1)C12CC3CC(CC(C3)C1)C2	-24	5	17	11	32	28	-3	-2.0
CC(C)(C)NC(=O)COC(=O)c1ccccc1Nc1ccc(SC(F)F)cc1	-5	-11	-55	-44	11	13	0	6.0
O=C(O)CCC(=O)NNC(=O)COc1ccc(Cl)cc1Cl	-15	-11	-6	-9	5	15	-3	-0.2
CN(C)S(=O)(=O)c1cccc(NC(=O)CN(CCO)CC(=O)Nc2cccc(S(=O)(=O)N(C)C)c2)c1	-8	2	19	-2	13	17	2	0.0
CCOC(=O)CCc1c(C)c2c(C)nn(-c3ccccc3)c2[nH]c1=O	0	13	2	0	4	-3	0	1.2
Cc1c(Cc2ccccc2)c(=O)oc2c(C)c(OCC(=O)Nc3ccc(C#N)cc3)ccc12	-5	-3	5	-14	-5	6	-1	4.3
Cc1cc(C)c2nc(SCCc3ccccc3)nc(C)c2c1	14	-18	-9	-48	18	23	-2	0.1
c1ccc(-n2nnnc2OCCOc2nnnn2-c2ccccc2)cc1	24	-7	10	11	7	23	-4	-0.2
O=C(Nc1ccc(Br)cc1F)c1cccnc1	6	-2	3	-4	3	19	1	2.4
Cc1ccc(N(C)S(=O)(=O)c2cc3c(cc2C)NC(=O)CO3)cc1	-6	0	-4	-2	-12	-4	2	-2.3
CCC(=O)N1CCc2cc(Br)cc(S(=O)(=O)N3CCC(C(=O)NC(C)C)CC3)c21	9	8	3	16	-2	5	0	1.0
